SARS 3CLpro inh – SARS-CoV 3CLpro protease inhibitors, primary screen, biochemical, quenched FRET. 0.14% of 290,000 active. inhibition, % at 6 µM. Replicase polyprotein 1ab (Severe acute respiratory syndrome coronavirus), P0C6X7. recombinant SARS-CoV 3CLpro, quenched FRET peptide cleavage; in the data active = inhibition above about 12%
GDH-TPI counter – GDH-TPI coupling enzyme inhibitors, primary screen, artefact control for M. tuberculosis FBA inhibitor project, biochemical, absorbance, full deck | inhibition, % at 4.8 µM | 1.2% of 360,000 active | GDH-TPI coupled enzyme counterscreen, NADH absorbance | AID 588335, 2011; in the data active = inhibition above about 30%;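 also: 0% = DMSO wells and 100% = wells lacking the enzyme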
UGM FP inh – M. tuberculosis UGM enzyme inhibitors, primary screen, biochemical, fluorescence polarization, single point | UDP-galactopyranose mutase (Mycobacterium tuberculosis (strain ATCC 25618 / H37Rv)), … | purified UGM, fluorescence polarization probe displacement | inhibition, % at 10 µM | 0.06% of 320,000 active | AID 504406, 2011; in the data active = inhibition above about 10%, passing the limit was not always enough
Rv3671c inh – Rv3671c serine protease inhibitors, primary screen, biochemical, fluorescence polarization, M. tuberculosis H37Rv. 0.048% of 320,000 active. P9WHR9. inhibition, % at 5.96 µM; in the data active = inhibition above about 38%;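 also: extracellular domain of Rv3671c used as enzyme; 0% = enzyme with DMSO and 100% = no enzyme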
Target sequence (P9WHR9 whole entry, looked up, the tested form may be a part): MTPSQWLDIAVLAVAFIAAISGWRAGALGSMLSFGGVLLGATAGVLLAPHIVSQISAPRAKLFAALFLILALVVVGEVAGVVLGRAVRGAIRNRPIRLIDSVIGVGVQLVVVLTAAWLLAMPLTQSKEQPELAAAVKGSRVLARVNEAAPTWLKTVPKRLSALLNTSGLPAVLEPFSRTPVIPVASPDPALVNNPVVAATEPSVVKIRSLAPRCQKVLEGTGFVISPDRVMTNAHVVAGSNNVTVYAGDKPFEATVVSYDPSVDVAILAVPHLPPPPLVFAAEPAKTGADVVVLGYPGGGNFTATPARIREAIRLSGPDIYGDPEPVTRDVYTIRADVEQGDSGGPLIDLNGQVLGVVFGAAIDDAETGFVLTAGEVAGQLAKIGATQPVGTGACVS
MazF activator – activators of E. coli MazEF toxin-antitoxin RNase, primary screen, biochemical, fluorescence, uHTS | FAM/BHQ RNA-DNA oligo cleavage fluorescence, 5 h | Endoribonuclease toxin MazF (Escherichia coli (strain K12)), P0AE70 | activation, % at 20 µM | AID 504720, 2011 | 0.32% of 350,000 active; in the data active = activation above about 50%
Target sequence (P0AE70 whole entry, looked up): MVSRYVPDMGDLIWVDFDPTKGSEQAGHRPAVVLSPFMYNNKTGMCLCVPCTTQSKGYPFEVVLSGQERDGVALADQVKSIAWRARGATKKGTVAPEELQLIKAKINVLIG
FBA Mtb inh – Mtb FBA enzyme inhibitors, primary screen, biochemical, fluorescence, strain H37Rv; purified M. tuberculosis FBA, fluorescence read-out; Fructose-bisphosphate aldolase (Mycobacterium tuberculosis (strain ATCC 25618 / H37Rv)), …; AID 588726, 2011; inhibition, % at 1 µM; 2.3% of 360,000 active; in the data active = inhibition above about 27%;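 also: 0% = vehicle and 100% = reference inhibitor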
Target sequence (P9WQA3 whole entry, looked up): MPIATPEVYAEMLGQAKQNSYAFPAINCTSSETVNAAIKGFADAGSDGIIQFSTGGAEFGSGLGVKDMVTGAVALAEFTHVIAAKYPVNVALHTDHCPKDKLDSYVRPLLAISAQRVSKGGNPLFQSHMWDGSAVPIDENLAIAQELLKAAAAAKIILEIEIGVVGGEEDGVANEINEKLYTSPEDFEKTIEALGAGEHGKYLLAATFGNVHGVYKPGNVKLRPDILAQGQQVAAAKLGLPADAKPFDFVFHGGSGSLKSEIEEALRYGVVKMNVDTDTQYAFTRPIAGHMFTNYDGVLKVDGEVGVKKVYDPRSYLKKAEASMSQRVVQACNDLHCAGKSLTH
DUSP3 inh – VHR1 phosphatase inhibitors, primary screen, biochemical, absorbance, uHTS. inhibition, % at 13.3 µM. Dual specificity protein phosphatase 3 (Homo sapiens), P51452. recombinant VHR phosphatase, pNPP absorbance. 0.52% of 290,000 active. AID 1654, 2009; in the data active = inhibition above about 50%; also: some compounds called inactive have numbers as strong as hits
Target sequence (P51452 whole entry, looked up): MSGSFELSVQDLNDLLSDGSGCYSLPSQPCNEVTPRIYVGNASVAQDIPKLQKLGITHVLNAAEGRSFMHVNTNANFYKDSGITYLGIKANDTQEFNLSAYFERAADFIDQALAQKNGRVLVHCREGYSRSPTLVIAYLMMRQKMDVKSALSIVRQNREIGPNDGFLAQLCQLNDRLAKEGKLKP
PriA SSB inh – inhibitors of Klebsiella pneumoniae PriA binding to SSB C-terminal tail, primary screen, biochemical, AlphaScreen | PriA–SSB C-terminal tail interaction (Klebsiella pneumoniae) | AlphaScreen SSBct-PriA binding, biotinylated peptide | inhibition, % at 33 µM | 0.6% of 430,000 active; in the data active = inhibition mostly above about 37%, no sharp cut-off; inactive = mostly below about 20%;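 also: plate controls were negative control peptide for no effect and reference peptide for full effect; strong numbers were not always called active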
BH1578 lux ind – inducers of Vibrio cholerae quorum light production without autoinducers, primary screen, BH1578 luxS cqsA deficient, single point. 0.16% of 350,000 active. activation, % at 18.7 µM. V. cholerae BH1578 lux reporter, luminescence, 6 h. AID 588436, 2011; in the data active = activation mostly above about 9.7%, no sharp cut-off; also: not every result past the cut was called active; inactives centre near 0; reference of the scale not given here
Mtb BioA inh – M. tuberculosis BioA enzyme inhibitors, primary screen, biochemical, plate reader, single point, HTS; purified M. tuberculosis BioA enzyme; inhibition, % at 9.99 µM; 0.096% of 360,000 active; in the data active = inhibition above about 40%
* marks the source's active call; other numbers are inactive results; i = inactive; . = no result given; & = joins results of further samples. The list is partial; the hit share may differ from the screen's.

Molecule	SARS 3CLpro inh	GDH-TPI counter	UGM FP inh	Rv3671c inh	MazF activator	FBA Mtb inh	DUSP3 inh	PriA SSB inh	BH1578 lux ind	Mtb BioA inh
CCOC(=O)c1c(NC(=O)Cc2cccs2)sc(C)c1C	5	1	3.0	5	1	0	40	-46	i	0.0
O=C(NCc1ccccc1)C1CCCN1S(=O)(=O)c1ccc(F)cc1 (configuration not stated)	5	-7	2.6	0	0	-2	-23	5	-0.4	-0.8
COC(=O)C1=C(C)NC(=O)NC1c1cc(Cl)ccc1OC (configuration not stated)	-4	12	-1.3	2	1	-4	17	-9	i	-0.9
CCCC(=O)N1CC(=O)Nc2ccc(C)cc2C1c1ccc(F)cc1 (configuration not stated)	7	9	0.4	4	2	1	13	-16	-0.1	2.4
COc1cccc(OCC(O)CN2CCN(CCO)CC2)c1 (configuration not stated)	-3	15	3.8	-3	3	4	-2	-7	-0.4	-1.1
CCCOc1ccc(C(=O)CCC(=O)OCC(=O)N(CC)c2c(N)n(Cc3ccccc3)c(=O)[nH]c2=O)cc1	.	-3	.	.	4	-1	.	0	-2.8	0.3
Cc1cccc(NC(=O)CN(C)S(=O)(=O)c2cccs2)c1	1	7	-0.9	-5	6	3	40	-8	i	1.7
CO/C([O-])=N/c1c[n+](-c2ccc(C)cc2)no1	-1	10	2.1	-3	2	1	-8	.	0.7	-1.0
CCCOc1ccc(Oc2nc(-c3ccncc3)nc3ccccc23)cc1	2	3	2.4	-3	-5	2	37	-1	-0.6	1.2
CN(C)CCN(Cc1cc2cc3c(cc2[nH]c1=O)OCCO3)C(=S)NCC1CCCO1 (configuration not stated)	1	15	4.7	6	-18	22	18	-9	0.6	.
COc1ccc(CN2CCNC(=O)C2CC(=O)NCCSc2nccn2C)c(OC)c1 (configuration not stated)	-3	-3	-1.1	1	3	1	22	9	-0.3	-1.2
O=C(Nc1cccc(F)c1)Nc1c[nH]c(=O)[nH]c1=O	2	3	2.9	-6	-2	2	31	11	0.0	-2.8
O=C(O)c1ccc(CN(Cc2ccccc2)S(=O)(=O)c2ccc(Cl)cc2)cc1	13*	0	-0.6	1	3	1	22	10	-0.1	.
Cc1[nH]c(C)c(S(=O)(=O)Nc2cccc(Cl)c2C)c1C(=O)N1CCCCC1	0	8	2.5	0	9	3	5	7	-0.3	0.0
COC(=O)C1=C(C)NC(C)=C(C(=O)OC)C1c1ccc(N(C)C)cc1	-4	24	1.3	1	6	-2	14	11	i	-2.1
COc1cc2cc(CN(Cc3cccs3)C(=S)Nc3cccc(C)c3)c(=O)[nH]c2cc1OC	-10	.	0.4	-96	.	.	-8	.	.	.
Cc1ccc(C(=O)NNC(=O)CCN2C(=O)C3CCCCC3C2=O)cc1 (configuration not stated)	1	0	0.7	-4	8	-3	1	7	-0.4	.
COc1ccc(CCNc2nc3ccccc3n3nnnc23)cc1OC	-2	12	3.2	-2	-66	-3	-4	-3	.	0.9
CCc1cc2cc3c(cc2nc1SCC(=O)Nc1nnc(C)s1)OCCO3	1	12	0.4	-2	-15	1	-2	-18	-1.6	-1.7
COC(=O)CSc1nnc(CSc2nc(C)cc(C)n2)n1Cc1ccco1	1	-5	4.0	4	5	-2	10	-5	-0.4	.
CCC(c1nnnn1Cc1ccco1)N(CCc1ccccc1)Cc1cc2ccc(OC)cc2[nH]c1=O (configuration not stated)	-3	9	-0.7	-17	-1	9	18	-12	0.5	.
O=c1c2[nH]c3ccccc3c2ncn1CCC1=CCCCC1	-5	2	-1.4	-5	-3	3	24	-11	i	-3.1
Cc1ccc(S(=O)(=O)N(C)C(=O)NC(=O)NS(=O)(=O)c2ccccc2)cc1	-3	8	2.9	1	7	0	-5	-4	15	0.1
CC(NC(=O)c1ccccc1)c1nnc(SCC(=O)NC2CCCC2)n1C (configuration not stated)	4	11	-0.5	4	3	-7	18	-8	-3.3	-0.3
CCCCN(CC)Cc1ccc(CNC(=S)Nc2c(C)cc(C)cc2C)o1	2	0	-0.7	5	17	-2	12	9	2.2	.
O=C1Nc2ccccc2C(O)(C(=O)NCc2ccc3c(c2)OCO3)N1c1ccccc1 (configuration not stated)	1	-9	0.0	2	-15	-3	7	-11	-0.3	0.0
CCCCN(CCCC)C(=O)C1(P(=O)(c2ccccc2)c2ccccc2)CCC1	6	-4	-0.6	4	-7	5	12	7	i	1.8
CCN1CCN(C(c2cc3cc4c(cc3[nH]c2=O)OCO4)c2nnnn2C(C)(C)CC)CC1 (configuration not stated)	0	32*	1.8	3	3	94*	14	-5	i	.
CN1CCN(S(=O)(=O)c2ccc(Oc3ccc(F)c(Cl)c3)nc2)CC1	1	-9	-0.7	-14	10	1	14	-4	i	.
CC1(C)CC(=O)C(C=NCCCN2CCOCC2)=C(O)C1	1	3	-0.9	-8	2	1	21	-22	-0.8	0.0
O=C(/C=C/c1ccccc1)N1CCN(CC(O)COc2ccccc2)CC1 (configuration not stated)	5	9	0.0	-1	2	1	4	-1	-0.1	-1.2
COc1cc(C(=O)NCC(=O)N/N=C(C)\C=C\c2ccccc2)cc(OC)c1OC	2	18	1.5	14	5	-2	-5	.	-0.3	.
COc1cccc(/C=c2/s/c(=C(\C#N)C(=O)N3CCOCC3)n(-c3ccccc3)c2=O)c1	4	7	-1.0	-1	8	1	13	.	4.2	-0.3
COc1ccccc1CNc1nc(C)c(C(=O)N(C)C)s1	-5	-11	.	.	13	-2	25	-11	-1.5	-0.8
CCCC(C)C(=O)OCC(=O)NCc1ccc(OC)c(OC)c1 (configuration not stated)	2	-5	-3.3	-3	2	8	20	-5	i	.
O=C(C[n+]1cc(-c2ccc(F)cc2)n2c1CCC2)c1cccs1	0	-8	-0.1	7	7	0	30	3	-0.5	2.3
Cn1c(NC(=O)c2cccs2)cc(=O)n(C)c1=O	0	25	-1.4	-4	10	-1	25	-4	-0.4	2.0
O=c1[nH]c(=S)[nH]c(O)c1N=Nc1ccc(S(=O)(=O)N2CCc3ccccc32)cc1	0	8	-2.3	-33	-8	-16	14	23	0.1	.
COc1cc(C(=O)NC2=NCCS2)cc(OC)c1OC	-8	-5	-0.2	0	0	-1	11	-10	i	1.0
Cc1ccc2nc(C(C)O)[nH]c2c1 (configuration not stated)	-2	3	-2.5	4	0	3	48	-8&-13	-1.3	-1.7

An excerpt of these results, with values under each structure.
Below each SMILES: SARS 3CLpro inh	GDH-TPI counter	UGM FP inh	Rv3671c inh	MazF activator	FBA Mtb inh	DUSP3 inh	PriA SSB inh	BH1578 lux ind	Mtb BioA inh
> CCN1CCN(C(c2cc3cc4c(cc3[nH]c2=O)OCO4)c2nnnn2C(C)(C)CC)CC1 (configuration not stated)
    0	32*	1.8	3	3	94*	14	-5	i	.
> O=C(/C=C/c1ccccc1)N1CCN(CC(O)COc2ccccc2)CC1 (configuration not stated)
    5	9	0.0	-1	2	1	4	-1	-0.1	-1.2
> O=c1c2[nH]c3ccccc3c2ncn1CCC1=CCCCC1
    -5	2	-1.4	-5	-3	3	24	-11	i	-3.1
> CCCCN(CCCC)C(=O)C1(P(=O)(c2ccccc2)c2ccccc2)CCC1
    6	-4	-0.6	4	-7	5	12	7	i	1.8
> O=C(C[n+]1cc(-c2ccc(F)cc2)n2c1CCC2)c1cccs1
    0	-8	-0.1	7	7	0	30	3	-0.5	2.3

(cont.)
Molecule	SARS 3CLpro inh	GDH-TPI counter	UGM FP inh	Rv3671c inh	MazF activator	FBA Mtb inh	DUSP3 inh	PriA SSB inh	BH1578 lux ind	Mtb BioA inh
O=C(Nc1ccccc1)OCCNC(=O)c1ccccc1	-4	4	3.0	8	3	2	2	-7	-0.5	0.4
COc1ccc(NC(=O)CCCC2CCCCC2)cc1S(=O)(=O)N1CCCCC1	-2	6	-0.3	-15	0	3	7	-3	-0.7	.
COCCNC(=O)C1CCCN(Cc2ccc(Cl)cc2)CC1 (configuration not stated)	.	4	.	.	.	-3	.	.	i	0.2
Cc1cnc(NC(=O)COc2ccccc2)s1	-7	17	-0.3	-4	3	0	-18	1	-0.2	1.2
C[C@@H]1CN([C@@H](C)CO)S(=O)(=O)c2ccc(-c3cccc(C#N)c3)cc2O[C@@H]1CN(C)C(=O)c1ccc(F)cc1	.	-1	.	.	-1	-2	.	.	i	-1.3&-0.6&1.5
CC(C)c1ccc(N(CCc2ccccn2)C(=O)C(C)(C)C)cc1	.	14	2.0	-3	1	0	.	-14	-0.8	.
Cc1ccc(C(=O)NCCc2nnc(SCC(=O)Nc3nc(-c4ccccc4)cs3)n2C)cc1	2	-1	-0.9	1	30	1	13	-20	-0.3	-1.5
COc1ccc(CC(C#N)(CO)c2nc3ccccc3[nH]2)cc1 (configuration not stated)	4	0	-0.5	-3	4	0	19	-15	-0.5	.
CC1(C)CC(=O)c2c(O)cc(OCC(=O)N3CCN(c4ccccc4)CC3)cc2O1	-1	5	2.0	0	-4	-2	1	-12	-0.4	0.2
O=C(CCC(=O)c1ccccc1)NC1CCCN(Cc2ccccc2F)C1 (configuration not stated)	1	11	-2.8	-13	-18	2	-46	-4	i	1.6
CN(C)c1ccc(S(=O)(=O)NCC(=O)NCCOc2ccccc2F)cc1[N+](=O)[O-]	.	9	1.8	-2	-5	-3	.	-14	1.0	-0.3
C#CCNC(=O)C1=C[C@H](C2CCCCC2)C[C@H](OCc2ccc(CO)cc2)O1	-7	5	-0.2	0	-9	-3	7	10	-0.5	-0.9
Cc1cc2nc(C3CCCN(C(=O)NCc4ccccc4)C3)[nH]c2cc1C (configuration not stated)	1	10	-0.8	2	6	-7	27	-11	-7.1	-5.5
C=CCn1c(SCc2c(C)noc2C)nnc1C1COc2ccccc2O1 (configuration not stated)	4	3	-1.3	3	-6	-2	40	-10	-0.3	0.1
CN=c1scc(-c2ccccc2Br)n1/N=C/c1ccc[nH]1	0	.	-1.4	7	.	.	-2	.	.	.
Cc1ccc(C)c(C(=O)CSc2n[nH]c(C(C)C)n2)c1	-4	3	-3.5	-3	-7	-1	14	-11	5.6	-3.6
CCOc1ccc(C(=O)CC(NCc2cccs2)C(=O)O)cc1 (configuration not stated)	3	6	3.4	5	6	0	10	1	1.8	0.4
CCOC(=O)Cc1csc(Nc2ccc(Cl)cc2)n1	4	-2	0.2	-6	8	-2	-8	5&9	0.6	.
Cc1ccc(C)c(NC(=S)NCC(c2ccccc2)N(C)C)c1 (configuration not stated)	-1	-6	0.5	0	-8	-4	22	-2	-0.3	0.7
COc1cccc(CN(C(=O)c2cc3ccccc3oc2=O)C2CCS(=O)(=O)C2)c1 (configuration not stated)	-2	25	1.9	-4	6	-3	6	-10	i	-1.9
COc1ccc(CC(=O)n2nc(-c3ccccc3)nc2NCc2ccco2)cc1	3	0	-0.5	-1	-2	8	-1	-15	i	0.5
CCOc1ccc(NC(=O)CN(C)C(=O)C(C)N2C(=O)c3ccccc3C2=O)cc1OCC (configuration not stated)	.	-6	-1.3	0	-4	-1	.	-10	-0.4	-0.7
O=C(c1ccco1)N1CCN(CCCCN2C(=O)c3ccccc3C2=O)CC1	0	3	-2.4	-2	-18	-4	-1	-5	-0.4	-0.4
